# SIRT5 block: blocks human SIRT5 desuccinylation of peptide. Purified SirT5, succinyl-peptide AMC, trypsin-coupled fluorescence. 1.1% of 330,000 active. inhibition, % at 15 µM. AID 652115; in the data active = inhibition above about 15%; inconclusive = no clear call, values can overlap the other calls
# PglD DTNB: PglD (C. jejuni) enzyme inhibition; purified PglD enzyme, DTNB colorimetric CoA detection; inhibition, % at 12.5 µM; 0.098% of 360,000 active; in the data active = inhibition above about 16%, passing the limit was not always enough; inconclusive = no clear call, values can overlap the other calls; also: strong numbers were not always called active
# ERp5 inh: inhibitors of human ERp5; Q15084; 0.05% of 350,000 active; ERp5 insulin aggregation, absorbance 650 nm, 90 min; AID 651711; inhibition, % at 9.99 µM;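 active = mean replicate inhibition above about 25%, with every replicate also reaching it, limit read from the data, passing the limit was not always enough; inconclusive = only one of those two criteria met; inactive = neither criterion met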
# Target sequence (Q15084 whole entry, looked up): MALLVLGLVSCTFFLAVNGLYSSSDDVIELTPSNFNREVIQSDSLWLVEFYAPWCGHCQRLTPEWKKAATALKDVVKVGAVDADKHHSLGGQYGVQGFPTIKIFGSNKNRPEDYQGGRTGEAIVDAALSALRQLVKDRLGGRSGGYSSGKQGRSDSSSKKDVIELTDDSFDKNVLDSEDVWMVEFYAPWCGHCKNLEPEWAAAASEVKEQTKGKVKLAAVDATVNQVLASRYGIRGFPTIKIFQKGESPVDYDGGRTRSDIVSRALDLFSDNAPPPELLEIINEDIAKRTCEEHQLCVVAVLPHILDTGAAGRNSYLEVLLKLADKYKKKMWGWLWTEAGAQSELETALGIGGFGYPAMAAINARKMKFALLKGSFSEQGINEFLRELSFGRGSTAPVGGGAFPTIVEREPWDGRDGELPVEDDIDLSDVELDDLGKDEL
# C2C12 statin: protects C2C12 myotubes from simvastatin toxicity; ATP luminescence, 48 h; scaled: DMSO 0, geranylgeraniol control 100; 0.78% of 330,000 active; rescue of ATP level, % at 7.49 µM;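 active = mean ATP rescue above about 67%, or every replicate alone reaching that limit, limit read from the data, passing the limit was not always enough; inconclusive = no clear call, values can overlap the other calls; inactive = mean under the limit and some replicate under it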;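 also: myotubes were challenged with 10 µM simvastatin during compound exposure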
# DENV2 CPE: inhibitors of DENV2 cytopathic effect; DENV2-infected cells, cytopathic effect rescue, plate reader; CPE inhibition, % at 9.99 µM; 1.7% of 350,000 active; in the data active = CPE inhibition above about 20%, passing the limit was not always enough; inconclusive = no clear call, values can overlap the other calls; tested in BHK-21 cells;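 also: 0% = median of neutral control wells and 100% = median of positive control wells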
# E-selectin induc: E-selectin induction on HUVECs. HUVEC E-selectin immunofluorescence imaging; normalized: neutral wells 0, TNF-alpha wells 100. activation, % at 7.58 µM. 0.37% of 260,000 active. P16581. AID 686992;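 active = mean E-selectin-positive cell signal at least 10% of the positive control, reached in at least 60% of replicates, without over 20% cell loss; inconclusive = no rule given, readout overlaps actives, possibly toxicity-flagged; inactive = the rest, including those meeting only one limit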;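 also: in these data hits start at about 27%; measured in HUVEC primary endothelial cells; signal is the percent of cells scored E-selectin positive by PE staining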
# Target sequence (P16581 whole entry, looked up): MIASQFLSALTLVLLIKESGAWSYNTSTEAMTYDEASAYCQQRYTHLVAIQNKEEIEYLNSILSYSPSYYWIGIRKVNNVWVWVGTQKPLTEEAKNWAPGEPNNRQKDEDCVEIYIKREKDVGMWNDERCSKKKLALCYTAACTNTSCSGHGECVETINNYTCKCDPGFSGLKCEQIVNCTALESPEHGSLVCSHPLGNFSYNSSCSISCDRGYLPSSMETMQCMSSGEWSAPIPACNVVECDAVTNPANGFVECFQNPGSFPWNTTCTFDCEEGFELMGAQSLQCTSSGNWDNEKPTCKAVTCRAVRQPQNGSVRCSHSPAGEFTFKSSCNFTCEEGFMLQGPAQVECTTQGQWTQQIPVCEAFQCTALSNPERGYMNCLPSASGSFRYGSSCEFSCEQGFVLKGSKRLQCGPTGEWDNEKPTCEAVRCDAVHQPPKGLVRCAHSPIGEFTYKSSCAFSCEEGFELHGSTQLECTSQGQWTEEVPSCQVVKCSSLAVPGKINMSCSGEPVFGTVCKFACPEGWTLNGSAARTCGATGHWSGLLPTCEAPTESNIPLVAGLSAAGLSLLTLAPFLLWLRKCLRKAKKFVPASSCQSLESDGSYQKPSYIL
#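 Test system: HUVEC | Signal: Immunofluorescence imaging | Read-out: Percent E-selectin-positive cells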
# S100A4 MyoIIA: blocks human S100A4 binding to myosin IIA peptide | inhibition, % at 10.7 µM | S100A4/TAMRA-MyoIIA peptide fluorescence polarization | P26447 | 0.14% of 360,000 active | AID 652163;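 active = mean inhibition of at least 70% across replicates, with every replicate also reaching that level; inconclusive = mean inhibition reaches 70% but some replicates fall short; inactive = mean inhibition below 70%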
#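 Material: S100A4 monomer (human). Medium: Calcium-containing HEPES buffer, pH 7.2. Probe or stimulus: labelled myosin peptide probe, 5 nM. Compound dosing: one concentration per compound. Timing: polarization read 5 min after assay mix addition, stable 5–60 min. Benchmarks: DMSO as neutral control, TFP as positive control.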
# Starred values were filed as active, the others as inactive; u = inconclusive; x = not tested or not shown; & = joins results of further samples; ! = a repeat was not active.
SMILES,SIRT5 block,PglD DTNB,ERp5 inh,C2C12 statin,DENV2 CPE,E-selectin induc,S100A4 MyoIIA
Cc1ccc(OCCC(=O)OCC(=O)c2c(N)n(C)c(=O)n(C)c2=O)cc1,-4,4,-4,-10,5,-0.1,-2
CCCN(CCC)S(=O)(=O)c1ccc(C(=O)Nc2nnc(-c3cccc(OC)c3)o2)cc1,1,x,-5,x,0,-0.6,5
Clc1ccccc1-c1nc(-c2ccc(Br)o2)no1,-1,-5,3,9,-3,0.3,-6
CCCNC(=O)c1cc(C2CCCCN2C(=O)CCCc2ccccc2)on1 (stereo not drawn),x,-4,-3,-4,-9,-0.5,-2
COCCNC(=O)C[C@@H]1CC[C@@H]2[C@H](COc3ccc(NC(=O)c4cc(C)on4)cc3C(=O)N2C)O1,-6,-2,4,-13,11,-0.1,-2
N#Cc1cccc(-c2ccc3c(c2)[C@@H]2[C@@H](CCN2C(=O)C2CCCCC2)[C@H](CO)N3)c1,3,0,9,-27,-19,2.7,1
Cc1ccccc1NC(=O)c1ccc2ccccc2c1,-3,-1,-4,-4,-8,5.9,-3
O=C(NCCOc1cccc(Cl)c1Cl)c1cc(-n2cnnc2)ccc1Cl,1,x,-2,x,-7,x,8
CC(=O)Nc1cccc(C(=O)Nc2cccc(S(=O)(=O)NCc3ccco3)c2)c1,-1,4,-4,8,12,-0.6,-4
O=C(N[C@@H]1CC[C@H](CCNS(=O)(=O)c2ccccc2)O[C@H]1CO)c1cccc(F)c1,1,0,0,-5,7,-0.1,-1
COCC(=O)N1[C@@H](CO)[C@@H]2c3ccccc3N(C(=O)c3cccc(OC)c3)C[C@@H]21,2,1,0,1,-6,0.5,1
CN1/C(=C\C(=O)COC(=O)c2ccc([N+](=O)[O-])o2)C(C)(C)c2ccccc21,9,x,4,x,12,0.0,2
COc1ccc(N/N=C(C)/C(=N/O)C(=O)Nc2ccccc2)cc1,-1,4,-2,0,x,x,-5
CCc1noc(C)c1C(=O)Nc1cc(S(=O)(=O)N2CCOCC2)ccc1OC(C)C,-6,-2,-35,-13,u,x,-2
O=C(C[C@H]1C=C[C@@H](NS(=O)(=O)c2ccc(F)cc2)[C@@H](CO)O1)NCc1ccncn1,1,-2,-4,6,-3,-0.2,4
CC(C)N1CCN(Cc2cccn2-c2nccs2)CC1CCO (stereo not drawn),1,-2,-6,8,1,x,3
COCCNc1nc(NCc2ccc(C)cc2C)c2sccc2n1,-3,3,1,-24,u,-0.1,-12
C#CCNC(=O)C1=C[C@H](c2ccc3c(c2)OCO3)[C@@H](CCCO)[C@H](OCC)O1,0&1,1&-2,5&-2,-9,-4&-3,-0.1,7&2
CC(=O)N(C)C[C@@H]1Oc2ncc(C#Cc3ccc(F)cc3)cc2C(=O)N([C@@H](C)CO)C[C@@H]1C,-10,-3,-9,-10,-4,-0.2,5
COc1ccc(CN2C[C@@H](O)COC[C@@H]3O[C@@H](CC(=O)NCc4ccccc4Cl)CC[C@H]32)cc1,1,-2,-3,-12,5,-0.1,5
O=C(NCCNC(=O)c1cnccn1)c1cccc(Cl)c1,-2,-3,-1,-9,-4,-0.1,0
CCOC(=O)N(C)C[C@H]1OCc2cn(nn2)CCCC(=O)N([C@H](C)CO)C[C@@H]1C,-1&2,1&0,9&3,-3&-5,u,-0.1&-0.1,-1&-3
Cc1ccc(C)c(NC(=O)CSc2nc3nc(-c4cccs4)cc(C(F)(F)F)c3c(=O)[nH]2)c1,-4,-4,-4,-13,-2,-1.7,-1
CC(=O)c1cccc(CN2CCC(C(=O)Nc3cccc(-c4ccn[nH]4)c3)CC2)c1,-3,7,4,x,8,3.1,-4
Cc1cc(NS(=O)(=O)c2ccc(NC(=O)CSc3nc4sc(C(=O)O)c(C)c4c(=O)[nH]3)cc2)no1,10,-3,-5,9,-4,1.1,2
Cc1c(C(=O)Nc2ccc(S(=O)(=O)NCC3CCCO3)cc2)cccc1[N+](=O)[O-] (stereo not drawn),-3,x,1,x,-1,x,3
Cc1ccc(OCCC(=O)OCC(=O)NCCNC(=O)COC(=O)CCOc2ccc(C)cc2)cc1,0,2,3,-1,-12,0.5,-2
O=C(C1COc2ccccc2O1)N1CCN(S(=O)(=O)c2cc(F)ccc2F)CC1 (stereo not drawn),3,0,-6,6,-1,x,-4
O=C(O)c1cccc2cc(-c3ccccc3)oc(=O)c12,-7,1,0,0,3,-0.1,2
Cc1cccc(OCC(=O)Nc2nc(-c3ccncc3)cs2)c1,-3,-1,6,10,u,x,-3
Cc1ccc(N(C(=O)CCC(=O)Nc2cc(C)on2)C(C(=O)NC2CCCC2)c2ccccc2)cc1 (stereo not drawn),-2,x,0,x,9,x,-3
Cc1ccc(N(C(=O)CNC(=O)c2ccco2)C(C(=O)NCC2CCCO2)c2ccccc2)cc1C (stereo not drawn),5,0,-2,15,0,-0.1,-2
O=C(O)C1=C[C@H](c2coc3ccccc3c2=O)C[C@H](OCCCCO)O1,16*!,-1&0,4&-1&-2,-9,-2&11&4,0.6,9&1&7
CCc1ccc(CNC(=O)CCCC(=O)n2nc(C)c3ccccc32)cc1,1,-2,-3,1,-2,x,1
c1ccc(-c2nnc(-c3ccccn3)s2)nc1,0,0,5,-43,-4,-0.2,-4
CCN(CC(=O)Nc1ccc2c(c1)OCCO2)C(=O)C(C)Oc1ccc(Cl)cc1 (stereo not drawn),-4,1,-1,-1,6,-0.4,0
N#CC1=C(N)Oc2ccc3ccc(O)cc3c2C1c1ccsc1 (stereo not drawn),6,x,-1,x,0,x,30
Cc1cccc(S(=O)(=O)N2C[C@H](O)COC[C@@H]3O[C@@H](CC(=O)Nc4ccc(-c5ccccc5)cc4)CC[C@H]32)c1,x,-3,x,-43,3,1.3,x
CC(=O)c1c(C)[nH]c(C(=O)COC(=O)c2cc(S(=O)(=O)N(C)c3ccccc3)ccc2Cl)c1C,-5,x,u,x,-3,0.0,1
CCN(CCNC(=O)C1CCC(=O)N1Cc1ccc(C)cc1)c1ccccc1 (stereo not drawn),10,x,-2,2,-8,1.3,15
O=C(C[C@@H]1CC[C@H]2[C@@H](COC[C@@H](O)CN2Cc2nccs2)O1)NCc1ccc(F)cc1,-2,0,-1,-24,-1,0.0,-2
COc1ccc(NC(=O)Nc2ccc3c(c2)C(=O)N([C@H](C)CO)C[C@@H](C)[C@H](CN(C)Cc2ccncc2)OCCCC[C@@H](C)O3)cc1,-1,1,3,x,-13,0.1,-3
OC[C@@H]1[C@H](c2ccc(-c3cccc(F)c3)cc2)[C@@H]2CN(Cc3cncnc3)CCCCN12,0,-12,-1,5,u,-0.1,-6
CC1=CN2C(=N)/C(=C/c3ccc(Sc4ccc(C)cc4)o3)C(=O)N=C2S1,-4,x,5,x,-2,0.0,6
O=C(O)/C=C/C(=O)Nc1ccc(OC(F)(F)Cl)cc1,0,x,1,x,8,x,5
COc1cccc(-c2cccc(-c3nc(C(=O)NCc4ccc5c(c4)OCO5)cc4c3[C@H](CCO)N(S(=O)C(C)(C)C)C4)c2)c1 (stereo partly drawn),-4,2,6,-2,0,-1.7,-3
O=[N+]([O-])c1cc(F)cc(F)c1Nc1cc(F)cc(F)c1,x,0,0,0,0,-0.7,6
O=C(N[C@@H]1CC[C@@H](CCNS(=O)(=O)c2ccccc2)O[C@@H]1CO)c1cnccn1,-1,0,-10,-12,0,-0.2,-19
CCCCc1c(-c2ccccc2OC)ncn1CCc1cccc(OC)c1,4,x,3,x,0,0.5,2
C#CC(C)(CC)NC(=O)c1cc2cccc(CC=C)c2oc1=O (stereo not drawn),-1,3,0,5,4,0.0,0
# Following part
SMILES,SIRT5 block,PglD DTNB,ERp5 inh,C2C12 statin,DENV2 CPE,E-selectin induc,S100A4 MyoIIA
O=C(N[C@@H]1C=C[C@H](CC(=O)N2CCCCC2)O[C@H]1CO)c1ccccn1,-2,-4,6,4,7,-0.3,6
COc1ccc(NC(=O)N[C@H]2CC[C@@H](CCn3cc(-c4ccc(F)cc4)nn3)O[C@@H]2CO)cc1,3,5,-2,1,-1,-0.1,4
COc1ccc(Cn2c(=O)oc3ccccc32)cc1,7,-2,-1,-16,-4,x,-3
O=C(CN1C(=O)S/C(=C\C=C\c2ccccc2)C1=O)NC1CCS(=O)(=O)C1 (stereo not drawn),-1,-4,5,36,-2,2.9,-16
Cc1cc(O)ccc1Nc1cc(-c2cccc(N)c2)ncn1,-2,4,0,7,-5,-0.1,-12
O=C(c1cccnc1)C1CCCN(Cc2nc(Cc3ccccc3)no2)C1 (stereo not drawn),0,x,1,x,-3,2.7,-6
CCn1ccc(C(=O)Nc2c(C)nn(Cc3c(F)c(F)c(F)c(F)c3F)c2C)n1,-5,x,5,x,-5,-0.1,1
CCc1ccc(-n2cc(-c3ccc([N+](=O)[O-])cc3)[nH]c2=S)cc1,-3,x,4,x,7,-2.0,-22
CCCNC(=O)C[C@@H]1CC[C@H]2[C@@H](COC[C@@H](O)CN2Cc2cccc(F)c2)O1,-2,-1,3,2,0,-0.1,-2
CCc1ccc(NC(=O)CN2CCCN(S(=O)(=O)c3ccc(F)cc3)CC2)cc1,2,-5,-5,-3,-1,0.0,5

# Some of the entries above, reformatted.
# The line under a structure holds: SIRT5 block, PglD DTNB, ERp5 inh, C2C12 statin, DENV2 CPE, E-selectin induc, S100A4 MyoIIA
CCc1ccc(-n2cc(-c3ccc([N+](=O)[O-])cc3)[nH]c2=S)cc1
  -3, x, 4, x, 7, -2.0, -22
CCn1ccc(C(=O)Nc2c(C)nn(Cc3c(F)c(F)c(F)c(F)c3F)c2C)n1
  -5, x, 5, x, -5, -0.1, 1
O=C(N[C@@H]1C=C[C@H](CC(=O)N2CCCCC2)O[C@H]1CO)c1ccccn1
  -2, -4, 6, 4, 7, -0.3, 6
O=C(c1cccnc1)C1CCCN(Cc2nc(Cc3ccccc3)no2)C1 (stereo not drawn)
  0, x, 1, x, -3, 2.7, -6
COc1ccc(Cn2c(=O)oc3ccccc32)cc1
  7, -2, -1, -16, -4, x, -3
O=C(CN1C(=O)S/C(=C\C=C\c2ccccc2)C1=O)NC1CCS(=O)(=O)C1 (stereo not drawn)
  -1, -4, 5, 36, -2, 2.9, -16

# More results:
SMILES,SIRT5 block,PglD DTNB,ERp5 inh,C2C12 statin,DENV2 CPE,E-selectin induc,S100A4 MyoIIA
O=C(NC1CCCCC1)N[C@H]1CC[C@H](CC(=O)N2CCOCC2)O[C@@H]1CO,-1,1,3,1,x,0.0,13
O=C(CSCc1ccccc1Cl)N/N=C/c1ccco1,-3,x,-1,x,3,x,1
C#Cc1ccc([C@@H]2C=C(C(=O)N3CCOCC3)O[C@H](OCc3ccc(CO)cc3)C2)cc1,x,-5,x,-4,x,0.0,x
CC(Nc1nc(-c2cccnc2)nc2ccccc12)c1ccc(F)cc1 (stereo not drawn),0,3,0,-56,15,x,-2
O=C(NCc1ccccn1)c1nn(-c2ccccc2)c(=O)c2ccccc12,0,x,-1,x,-4,1.7,-1
O=c1c2ccccc2sc2c(CO)ccc(NCCN3CCCCC3)c12,3,x,-2,x,13,6.7,-6
N#CC(C#N)=C1C=CC=CN1/C(=C\c1ccco1)C(=O)c1ccccc1,5,x,-3,x,6,3.5,-3
CC(C)Cn1c(=S)[nH]c2cc(C(=O)O)ccc2c1=O,-3,2,-5,x,1,-0.2,-10
Cc1nnc(NCc2ccccc2)c2ccccc12,2,-2,1,5,1,4.0,-2
O=c1[nH]c(=O)n(-c2ccc(F)cc2)c2c1C(C(F)(F)F)(C(F)(F)F)N=C(c1ccc(F)cc1)N2,2,0,0,x,-10,x,7
C[C@@H]1CN([C@H](C)CO)C(=O)c2cccc(NC(=O)C3CC3)c2O[C@H]1CN(C)C,5,1,-2,6,-1,-7.9,-2
C[C@H](CO)N1C[C@H](C)[C@@H](CN(C)C(=O)Nc2cccc3ccccc23)OCCCC[C@H](C)Oc2ccc(NS(=O)(=O)c3cn(C)cn3)cc2C1=O,-4,-2&-2,-6,4,-19&-7,3.9,-2

# These rows are one share of the data; rates above refer to the full screens.
